HER2 expr 66K – inhibitors of human Her2 kinase expression; hit rate 0.69% among 65,000; HER2 level % of control, % at 10 µM; SKBR-3 HER2 protein level, AlphaScreen, 18-24 h; active compounds read low; P04626;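 active means HER2 level under 5% of the carrier-only control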;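 further: 100% = DMSO carrier and 0% = 500 nM PU-H71 HSP90 inhibitor; lower value means stronger loss of Her2 protein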
D1 allo mod – D1 dopamine receptor (human) allosteric modulation. HEK293 D1, CRE-luciferase, dopamine EC30 potentiation; actives deviate in either direction. hit rate 5.9% among 58,000. B-score at 10 µM;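 active means luminescence count or its row- and column-corrected plate score outside the 99.7% band of the plate's sample wells, on either side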
Ec RNAP inh – Escherichia coli RNA polymerase inhibition | hit rate 0.2% among 62,000 | inhibition, %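 (tested at 10 µM)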 | E. coli RNA polymerase, fluorescence transcription assay | P0A8V2; in the data active means inhibition above about 20%;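 further: 0% = enzyme without compound and 100% = no enzyme blank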
Hsp90 block – displaces geldanamycin probe from tumor Hsp90. P07900. NCI-N417 lysate Hsp90, Cy3B-geldanamycin FP displacement. inhibition, % at 30 µM. hit rate 0.35% among 64,000;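 active means inhibition above 50%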;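 further: 0% = tracer plus lysate wells and 100% = tracer alone without lysate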
M1 antag – blocks the rat M1 muscarinic receptor response to acetylcholine. CHO-M1 cells, Fluo-4 calcium, ACh EC80 antagonist mode; active compounds read low. B-score at 10 µM. hit rate 3.4% among 64,000;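 active means calcium fluorescence response, raw or row-and-column corrected B-score, differing from the plate sample mean either way at a set confidence level, mostly lower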
Target sequence (P08482 whole entry, looked up): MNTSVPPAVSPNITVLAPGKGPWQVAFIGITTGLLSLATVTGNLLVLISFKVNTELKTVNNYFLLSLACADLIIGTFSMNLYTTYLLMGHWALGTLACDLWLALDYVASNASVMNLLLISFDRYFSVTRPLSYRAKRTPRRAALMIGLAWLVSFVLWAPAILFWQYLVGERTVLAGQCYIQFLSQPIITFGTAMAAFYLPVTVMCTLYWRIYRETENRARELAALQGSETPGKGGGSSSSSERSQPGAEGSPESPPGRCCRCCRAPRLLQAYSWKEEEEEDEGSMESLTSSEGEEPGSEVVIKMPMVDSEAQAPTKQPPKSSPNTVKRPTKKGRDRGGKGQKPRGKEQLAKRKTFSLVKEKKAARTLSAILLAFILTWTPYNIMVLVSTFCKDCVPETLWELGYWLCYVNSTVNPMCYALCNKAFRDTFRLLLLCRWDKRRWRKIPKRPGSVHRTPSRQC
5HT1a ag – agonists of human 5-HT1a serotonin receptor. CHO 5-HT1a Ga15 NFAT-bla reporter, FRET ratio; 0% basal, 100% maximal reference agonist. activation, % at 10 µM. hit rate 0.56% among 65,000. AID 567;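 active means activation above the screen-wide mean activation plus 3 SD, cut at about 19% in these data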;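 further: 0% = DMSO wells and 100% = 5-CT at EC100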
Target sequence (P08908 whole entry, looked up): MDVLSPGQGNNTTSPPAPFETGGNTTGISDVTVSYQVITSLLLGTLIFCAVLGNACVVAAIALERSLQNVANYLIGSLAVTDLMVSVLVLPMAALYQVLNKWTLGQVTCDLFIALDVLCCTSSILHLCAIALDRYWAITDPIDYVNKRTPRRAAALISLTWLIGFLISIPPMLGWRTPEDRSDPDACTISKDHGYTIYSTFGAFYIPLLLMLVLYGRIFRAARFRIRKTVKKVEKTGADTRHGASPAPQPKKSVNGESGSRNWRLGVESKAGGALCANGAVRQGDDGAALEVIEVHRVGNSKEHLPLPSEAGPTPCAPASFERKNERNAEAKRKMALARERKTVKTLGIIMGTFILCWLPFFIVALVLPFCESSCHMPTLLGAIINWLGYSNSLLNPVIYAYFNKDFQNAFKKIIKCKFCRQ
NADH coupling – inhibitors of enzymes used to reach an NAD/NADH endpoint. coupled PK/LDH NADH assays, four targets. IC50, µM (doses to about 10 µM), for the others: at the highest dose inhibition. hit rate 0.02% among 65,000;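 active means single-dose screening hits from any of four coupled enzyme assays that gave an IC50 when retested across doses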;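 further: the DPM-DC format reads NADH fluorescence rather than 340 nm absorbance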
M1 ag – M1 muscarinic receptor agonism. B-score at 10 µM. CHO-M1 cells, Fluo-4 calcium fluorescence, agonist mode; active compounds read high. hit rate 3% among 64,000. AID 626;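 active means fluorescence rise, raw or as B-score row- and column-corrected plate score, outside the 99.7% band of its plate's samples, either direction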
Autofluor 339 – intrinsic fluorescence of library compounds, ex339/em460 – biochemical, MLSMR library, data from DPM-DC assay, artefact control, profiling panel; hit rate 5.5% among 65,000; AID 709; fluorescence fold increase at 10 µM; compound autofluorescence, ex339/em460 nm, NADH buffer; active compounds read high; 1 = no-compound wells, NADH background;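 active means at 10 µM, mean starting fluorescence two-fold or more over control wells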;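 further: signal is the first read of a kinetic run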
* marks the source's active call; other numbers are inactive results; [ ] = remark or other dose. Rows are unselected. About 16% of those tested had a hit in this group.

The first four records, to show the layout:
Results for COc1ncnc2sc(-c3ccccc3)cc12 ?
HER2 expr 66K: 88; D1 allo mod: 2.8*; Ec RNAP inh: 4; Hsp90 block: 0; M1 antag: -0.0016; 5HT1a ag: -1.1; NADH coupling: 3%; M1 ag: -0.0058; Autofluor 339: 1.2

How did CC(NC(=O)c1cccnc1)C(c1cccs1)N1CCOCC1 (centres undefined) do in these assays?
HER2 expr 66K: 117; D1 allo mod: -0.39; Hsp90 block: -4; M1 antag: 0.35; 5HT1a ag: 0.1; NADH coupling: 5%; M1 ag: 0.41; Autofluor 339: 1.1

How did Cc1cc(Nc2cc(F)ccc2C)n2ncnc2n1 do in these assays?
HER2 expr 66K: 83; Ec RNAP inh: 9; Hsp90 block: 2; M1 antag: -0.091; 5HT1a ag: 0.1; NADH coupling: 8%; M1 ag: -0.073; Autofluor 339: 1

How did CCCc1nc(SCC(=O)N2CCc3ccccc32)c2c(=O)n(C)c(=O)n(C)c2n1 do in these assays?
HER2 expr 66K: 59; D1 allo mod: -0.4; Ec RNAP inh: 11; Hsp90 block: 3; M1 antag: 0.67; 5HT1a ag: -1.2; NADH coupling: 1%; M1 ag: -0.3; Autofluor 339: 1.1

The list itself, previewed entries included:
Results for COc1ncnc2sc(-c3ccccc3)cc12 ?
HER2 expr 66K: 88; D1 allo mod: 2.8*; Ec RNAP inh: 4; Hsp90 block: 0; M1 antag: -0.0016; 5HT1a ag: -1.1; NADH coupling: 3%; M1 ag: -0.0058; Autofluor 339: 1.2

How did CC(NC(=O)c1cccnc1)C(c1cccs1)N1CCOCC1 (centres undefined) do in these assays?
HER2 expr 66K: 117; D1 allo mod: -0.39; Hsp90 block: -4; M1 antag: 0.35; 5HT1a ag: 0.1; NADH coupling: 5%; M1 ag: 0.41; Autofluor 339: 1.1

How did Cc1cc(Nc2cc(F)ccc2C)n2ncnc2n1 do in these assays?
HER2 expr 66K: 83; Ec RNAP inh: 9; Hsp90 block: 2; M1 antag: -0.091; 5HT1a ag: 0.1; NADH coupling: 8%; M1 ag: -0.073; Autofluor 339: 1

How did CCCc1nc(SCC(=O)N2CCc3ccccc32)c2c(=O)n(C)c(=O)n(C)c2n1 do in these assays?
HER2 expr 66K: 59; D1 allo mod: -0.4; Ec RNAP inh: 11; Hsp90 block: 3; M1 antag: 0.67; 5HT1a ag: -1.2; NADH coupling: 1%; M1 ag: -0.3; Autofluor 339: 1.1

Results for O=c1[nH]c(CN2CCN(CCO)CC2)nc2ccccc12 ?
HER2 expr 66K: 90; D1 allo mod: -0.31; Hsp90 block: -1; M1 antag: -0.0089; 5HT1a ag: -2.0; NADH coupling: 6%; M1 ag: -0.97; Autofluor 339: 1.2

Results for CN1CCN(CCCNC(=O)c2ccc3c(c2)N(Cc2ccccc2)CCS3)CC1 ?
HER2 expr 66K: 65; D1 allo mod: -0.75; Ec RNAP inh: -11; Hsp90 block: 0; M1 antag: -0.47; 5HT1a ag: -0.2; NADH coupling: 8%[fluoresces]; M1 ag: 0.54; Autofluor 339: 2.1*

What do the screens show for `CC(=O)N1CCN(c2ccc(NC(=O)c3ccc4c(c3)OCO4)cc2)CC1`?
HER2 expr 66K: 169; D1 allo mod: 0.47; Ec RNAP inh: 2; Hsp90 block: 10; M1 antag: -0.5; 5HT1a ag: -2.7; NADH coupling: 12%; M1 ag: -1; Autofluor 339: 0.81

What do the screens show for `CCOc1nc(-c2ccc(C)cc2)ccc1-c1noc(-c2cccnc2)n1`?
HER2 expr 66K: 81; D1 allo mod: -0.89; Ec RNAP inh: 3; Hsp90 block: -6; M1 antag: -0.069; 5HT1a ag: -4.8; NADH coupling: 10%; M1 ag: -0.35; Autofluor 339: 3*

How did Cn1c(NC(=O)Cc2cccs2)cc(=O)n(C)c1=O do in these assays?
HER2 expr 66K: 90; Ec RNAP inh: 2; Hsp90 block: -6; M1 antag: 0.17; 5HT1a ag: 0.9; NADH coupling: 6%; M1 ag: 0.24; Autofluor 339: 1

How did COc1ccc(OCCCC(=O)Nc2nnc(C3CCCO3)s2)cc1 (centres undefined) do in these assays?
HER2 expr 66K: 85; D1 allo mod: -0.64; Ec RNAP inh: 7; M1 antag: -0.0031; 5HT1a ag: 0.8; NADH coupling: 3%; M1 ag: -0.28; Autofluor 339: 1.1

How did O=C(NCCSCc1ccco1)c1ccc(CN2CCOCC2)cc1 do in these assays?
Ec RNAP inh: 6; M1 antag: 1.5; NADH coupling: 6%; M1 ag: 0.98; Autofluor 339: 1.1

Results for CC(C)CNC(=O)C1CCN(c2ccc(S(=O)(=O)N3CCOCC3)cc2)CC1 ?
HER2 expr 66K: 93; D1 allo mod: -1.5; Ec RNAP inh: -1; Hsp90 block: 1; M1 antag: -0.38; 5HT1a ag: 1.8; NADH coupling: 9%; M1 ag: 0.29; Autofluor 339: 1.1

How did CC(C)OC(=O)C(C#N)c1nc2ccccc2nc1N1CCN(Cc2ccc3c(c2)OCO3)CC1 (centres undefined) do in these assays?
HER2 expr 66K: 107; Ec RNAP inh: 10; Hsp90 block: -3; M1 antag: -0.36; 5HT1a ag: -1.8; NADH coupling: 4%; M1 ag: -1; Autofluor 339: 1.2

Results for Cc1ccc(CCC(=O)Nc2nccs2)o1 ?
HER2 expr 66K: 117; D1 allo mod: -0.01; Ec RNAP inh: 5; Hsp90 block: -5; M1 antag: -0.098; 5HT1a ag: -2.0; NADH coupling: 4%; M1 ag: -0.2; Autofluor 339: 1.1

Results for Cn1c(SCC(=O)Nc2ccc3c(c2)oc2ccccc23)nnc1-c1ccccc1 ?
HER2 expr 66K: 66; D1 allo mod: -0.89; Ec RNAP inh: 4; Hsp90 block: -5; M1 antag: -0.12; 5HT1a ag: -3.2; NADH coupling: 3%; M1 ag: -0.24; Autofluor 339: 1.1

What do the screens show for `CCNc1nc(-c2ccc(Cl)cc2)cs1`?
HER2 expr 66K: 131; D1 allo mod: 0.045; Ec RNAP inh: 1; M1 antag: -0.019; 5HT1a ag: -1.9; NADH coupling: 7%; M1 ag: -0.17; Autofluor 339: 1.1

What do the screens show for `CCOC(=O)CNC(=O)Cn1cnc2c(nnn2-c2ccc(F)cc2)c1=O`?
HER2 expr 66K: 100; D1 allo mod: -1.4; Ec RNAP inh: 3; Hsp90 block: -1; M1 antag: -0.7; 5HT1a ag: -4.3; NADH coupling: 5%; M1 ag: 0.1; Autofluor 339: 1.1

Results for CCCn1c(SCC(=O)c2ccc3c(c2)OCCO3)nnc1C(C)C ?
HER2 expr 66K: 116; D1 allo mod: -2; Ec RNAP inh: 6; Hsp90 block: -1; M1 antag: -0.26; 5HT1a ag: -1.6; NADH coupling: 8%; M1 ag: -0.15; Autofluor 339: 1

What do the screens show for `CCOc1ccc(OCC)c(NC(=O)CN2CCN(c3cccc(C)c3)CC2)c1`?
HER2 expr 66K: 57; Ec RNAP inh: 7; M1 antag: 0.58; 5HT1a ag: 2.3; NADH coupling: 24%; M1 ag: 0.52; Autofluor 339: 1.1

How did Cn1cccc1C(=O)NC(=O)COC(=O)c1ccccc1Sc1ccccc1C#N do in these assays?
HER2 expr 66K: 127; D1 allo mod: 1; Ec RNAP inh: -7; Hsp90 block: 3; M1 antag: 0.93; 5HT1a ag: -0.7; NADH coupling: 6%; M1 ag: -0.4; Autofluor 339: 1.1

What do the screens show for `CCNc1nc(NC(C)C)nc(NS(=O)(=O)c2ccc(Cl)cc2)n1`?
HER2 expr 66K: 105; D1 allo mod: -0.84; Ec RNAP inh: 11; Hsp90 block: -2; M1 antag: -0.32; 5HT1a ag: 2.3; NADH coupling: 2%; M1 ag: -0.025; Autofluor 339: 1.1

How did CC(=O)Nc1ccc(S(=O)(=O)N2CCN(C(=O)CCC3CCCC3)CC2)cc1 do in these assays?
HER2 expr 66K: 97; D1 allo mod: -0.73; Ec RNAP inh: -11; Hsp90 block: -3; M1 antag: -0.57; 5HT1a ag: 0.8; NADH coupling: 3%; M1 ag: 0.12; Autofluor 339: 1.1

Results for O=C(NCCc1ccccc1F)[C@@H]1CSC2c3ccccc3C(=O)N21 (some centres undefined) ?
HER2 expr 66K: 101; D1 allo mod: -0.079; Ec RNAP inh: 9; Hsp90 block: -1; M1 antag: -0.15; 5HT1a ag: 1.9; NADH coupling: 5%; M1 ag: -1.4; Autofluor 339: 1.1

How did CCCc1nc2ccccc2n2cc3c(=O)n(C)c(=O)n(C)c3c12 do in these assays?
HER2 expr 66K: 123; D1 allo mod: -0.47; Ec RNAP inh: 5; Hsp90 block: -7; M1 antag: -0.35; 5HT1a ag: 1.3; NADH coupling: 4%; M1 ag: -0.52; Autofluor 339: 1.2

How did Cn1c(=O)[nH]c(=O)c2c1nc(Br)n2CCCCSc1nc2ccccc2o1 do in these assays?
HER2 expr 66K: 114; D1 allo mod: 0.69; Ec RNAP inh: 9; Hsp90 block: 3; 5HT1a ag: 13; NADH coupling: 5%; Autofluor 339: 1.1

Results for COc1ccc(CCNC(=O)c2ccc(NS(=O)(=O)c3c(C)noc3C)cc2)cc1OC ?
HER2 expr 66K: 76; D1 allo mod: -0.98; Ec RNAP inh: 6; Hsp90 block: 4; M1 antag: -0.00064; 5HT1a ag: -2.9; NADH coupling: 4%; M1 ag: -1.8; Autofluor 339: 1.1

What do the screens show for `O=S(=O)(c1ccccc1S(=O)(=O)N1CCCCC1)N1CCCCC1`?
HER2 expr 66K: 100; Ec RNAP inh: 5; Hsp90 block: -5; M1 antag: 0.44; 5HT1a ag: 0.8; NADH coupling: 3%; M1 ag: -0.029; Autofluor 339: 1.1

How did CCOC(=O)CC1(CC(=O)OCC)NC(=O)c2c(C)sc(C(=O)OCC)c2N1 do in these assays?
HER2 expr 66K: 89; D1 allo mod: 0.26; Ec RNAP inh: -5; Hsp90 block: -6; M1 antag: 0.03; 5HT1a ag: 0.9; NADH coupling: 3%[fluoresces]; M1 ag: -0.74; Autofluor 339: 3*

How did Clc1ccc(-c2noc(CN3CCN(c4ccccc4)CC3)n2)cc1 do in these assays?
HER2 expr 66K: 77; D1 allo mod: -0.83; Ec RNAP inh: 7; Hsp90 block: -6; M1 antag: 0.87; 5HT1a ag: 1.2; NADH coupling: 5%; M1 ag: 0.55; Autofluor 339: 1

What do the screens show for `Cc1nccn1CC(O)COC1CCCCC1` (centres undefined)?
HER2 expr 66K: 111; Ec RNAP inh: 9; Hsp90 block: -1; 5HT1a ag: 0.5; NADH coupling: 7%; Autofluor 339: 1

Results for Cc1ccc(-c2nnc3c4ccccc4c(C)nn23)cc1NC(=O)c1ccco1 ?
HER2 expr 66K: 68; D1 allo mod: 3.2; Ec RNAP inh: -5; Hsp90 block: -2; M1 antag: 0.51; 5HT1a ag: 1.1; NADH coupling: 0%; M1 ag: -0.74; Autofluor 339: 1.2

How did NC(=O)CSc1nnc2sc3ccccc3n12 do in these assays?
HER2 expr 66K: 111; D1 allo mod: -0.6; Ec RNAP inh: 9; Hsp90 block: -1; M1 antag: 0.11; 5HT1a ag: -3.8; NADH coupling: 4%; M1 ag: -0.084; Autofluor 339: 1.1

How did CCc1c(C)sc(NC(=O)c2cc(-c3ccco3)on2)c1C#N do in these assays?
HER2 expr 66K: 87; D1 allo mod: -0.47; Ec RNAP inh: 0; Hsp90 block: -5; M1 antag: 0.0098; 5HT1a ag: -2.0; NADH coupling: 4%; M1 ag: -0.31; Autofluor 339: 1.1

What do the screens show for `CC1CCN(CCn2c(=S)[nH]c3ncccc3c2=O)CC1`?
HER2 expr 66K: 100; D1 allo mod: -0.12; Ec RNAP inh: 3; Hsp90 block: -4; M1 antag: -0.79; 5HT1a ag: -1.5; NADH coupling: 2%; M1 ag: 1.2; Autofluor 339: 1.1
